HCV core dimer = inhibitors of HCV core protein dimerization, primary screen, biochemical, TR-FRET, high-throughput | TR-FRET GST/Flag-core106 dimerization, 1536-well | inhibition, % at 5 µM | 0.33% of 300,000 active;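 active = inhibition above the mean of all tested compounds plus 3 SD, set per screening campaign, cut at about 45% in these data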
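System: GST-tagged and Flag-tagged HCV core protein residues 1-106 / Input: core106 proteins, GST 13.5 nM and Flag 17 nM / Buffer or medium: KF-containing HEPES buffer, pH 7.45, DTT, CHAPS, BSA / Probe or stimulus: Eu-anti-GST and XL665-anti-Flag labelled anti-tag antibodies / Schedule: 4 h, 22.5 °C incubation / Technique: TR-FRET 671 and 617 nm emission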
TPT1 inhibitor = Candida albicans TPT1 enzyme inhibitors, primary screen, biochemical, fluorescence polarization; recombinant caTPT1, FP RNA substrate dephosphorylation; AID 1962, 2009; inhibition, % at 5 µM; tRNA 2'-phosphotransferase TPT1 (Candida albicans SC5314); 0.81% of 300,000 active;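 active = inhibition above the mean of all tested compounds plus 3 SD, set per screening campaign, cut at about 24% in these data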;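 also: plate controls were DMSO alone for no effect and ferristatin control at 100 nM for full effect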
ZTA counter = blocks Epstein-Barr virus ZTA, an EBNA-1 counter-screen; ZTA-DNA binding, fluorescence polarization; inhibition, % at 11 µM; 0.15% of 320,000 active; P03206; in the data active = inhibition above about 33%
Target sequence (P03206 whole entry, looked up): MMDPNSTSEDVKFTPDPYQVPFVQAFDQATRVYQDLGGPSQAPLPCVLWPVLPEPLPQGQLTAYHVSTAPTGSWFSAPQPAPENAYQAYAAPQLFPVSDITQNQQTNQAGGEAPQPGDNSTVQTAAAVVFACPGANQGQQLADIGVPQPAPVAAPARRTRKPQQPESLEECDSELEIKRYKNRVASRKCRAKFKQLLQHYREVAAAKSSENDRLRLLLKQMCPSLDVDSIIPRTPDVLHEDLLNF
PP5 inh = PP5 phosphatase inhibitors, primary screen, biochemical, fluorescence; purified PP5c, OMFP substrate fluorescence; inhibition, % at 6.7 µM; Serine/threonine-protein phosphatase 5 (Homo sapiens), P53041; 0.18% of 320,000 active; AID 1987, 2009;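 active = inhibition above the campaign's mean inhibition across all tested compounds plus 3 SD, cut at about 9.5% in these data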;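 also: 0% = DMSO only and 100% = 100 µM cantharidin control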
PP1 counter = PP1-alpha phosphatase inhibitors, primary screen, counter-screen for PP5 inhibitor project, biochemical, fluorescence, OMFP substrate, single point; purified PP1alpha; inhibition, % at 6.7 µM; 0.9% of 320,000 active; AID 2235, 2010;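 active = inhibition above the mean inhibition of all tested compounds plus 3 SD, computed separately for each screening campaign, cut at about 15% in these data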
Target sequence (P62136 whole entry, looked up): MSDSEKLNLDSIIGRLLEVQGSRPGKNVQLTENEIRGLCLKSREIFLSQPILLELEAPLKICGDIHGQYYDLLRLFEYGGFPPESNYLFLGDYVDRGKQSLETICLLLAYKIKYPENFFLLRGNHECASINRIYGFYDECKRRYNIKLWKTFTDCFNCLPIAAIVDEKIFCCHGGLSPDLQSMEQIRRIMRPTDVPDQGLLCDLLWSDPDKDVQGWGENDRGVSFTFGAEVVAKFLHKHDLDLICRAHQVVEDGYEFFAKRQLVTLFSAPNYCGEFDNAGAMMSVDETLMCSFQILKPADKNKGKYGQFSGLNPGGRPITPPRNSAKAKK
EBNA-1 inh = EBNA-1 DNA-binding inhibitors, primary screen, biochemical, fluorescence polarization; inhibition, % at 14.8 µM; 0.34% of 300,000 active; in the data active = inhibition above about 28%
JMJD2C inh = inhibitors of GASC-1 histone demethylase, primary screen, biochemical, fluorescence, DELFIA europium; 0.069% of 330,000 active; GST-JMJD2C(1-420) H3K9me3 demethylation; inhibition, % at 2.35 µM;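 active = more than half of a compound's replicate wells show inhibition beyond 50%, single wells judged on their own value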;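 also: signal counts dimethyl H3K9 product captured on neutravidin plate; 0% = median of DMSO wells and 100% = 0.3 times that DMSO median; strong numbers were not always called active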
Target sequence (Q9H3R0 1-420 limits assumed): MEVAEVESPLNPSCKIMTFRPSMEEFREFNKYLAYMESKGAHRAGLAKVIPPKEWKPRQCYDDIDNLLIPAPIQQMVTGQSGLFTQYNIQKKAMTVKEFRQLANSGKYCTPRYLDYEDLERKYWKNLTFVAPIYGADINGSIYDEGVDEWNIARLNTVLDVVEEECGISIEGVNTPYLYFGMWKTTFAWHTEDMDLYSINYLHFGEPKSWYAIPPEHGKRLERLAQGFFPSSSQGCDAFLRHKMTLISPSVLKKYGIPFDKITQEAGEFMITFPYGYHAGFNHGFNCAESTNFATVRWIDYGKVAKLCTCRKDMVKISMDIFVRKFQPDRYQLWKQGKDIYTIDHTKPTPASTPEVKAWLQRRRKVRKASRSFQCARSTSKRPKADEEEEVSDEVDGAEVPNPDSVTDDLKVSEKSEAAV
Fh CTSL1 inh = Fasciola hepatica cathepsin L1 inhibitors, primary screen, counter-screen for PFM18AAP inhibitor project, biochemical, QFRET, fluorogenic peptide substrate; recombinant F. hepatica cathepsin L1, Z-Leu-Arg-MCA fluorescence; inhibition, % at 5.96 µM; 0.49% of 300,000 active; AID 1906, 2009;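 active = inhibition above the mean of all tested compounds plus 3 SD, set per screening campaign, cut at about 17% in these data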;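 also: 0% = plate median of test compound wells and 100% = 1 µM Z-Phe-Ala-diazomethylketone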
Yeast superoxide = reduction of superoxide in aged yeast, primary screen, HTS; AID 2690, 2010; S. cerevisiae aged cells, superoxide DHE fluorescence; hits give low values; 0.18% of 330,000 active; superoxide response (% of plate mean), % at 10 µM;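 active = superoxide response under a set limit, about three screen SD below normal, cut at about 65% in these data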;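 also: yeast aged for seven days with compound at 30 °C before DHE staining; 100% = average MFI of all compound-treated wells on the plate with controls excluded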
The depositor's hits bear a star; / = no result given; & = joins results of further samples. Rows are unselected; 3.1% or so of the library scored in one or more.

SMILES	HCV core dimer	TPT1 inhibitor	ZTA counter	PP5 inh	PP1 counter	EBNA-1 inh	JMJD2C inh	Fh CTSL1 inh	Yeast superoxide
CN(CCO)CCC(=O)NC1(C)CS(=O)(=O)CC1S(=O)(=O)O (configuration not stated)	0	-3	5	0.4	0	-3	5	-1	106
Cc1ccc(NC(=O)CN2CCCN(S(=O)(=O)c3ccc(Br)s3)CC2)cc1	7	-4	1	6.9	-3	-7	4	3	137
CCN(CC)c1ccc(/C=N/Nc2cccc(C)c2)c(O)c1	39	7	-16	1.9	0	4	5	3	104
Nn1c(COc2ccc(Cl)cc2)n[nH]c1=S	-5	-4	-5	0.6	1	-13	3	1	85
NS(=O)(=O)c1ccc(CNC(=O)CCCSc2ccccc2)cc1	7	4	-1	1.1	-3	-3	0	-7	94
COC(=O)c1ccc(C2c3[nH]c4ccccc4c3C[C@H]3C(=O)N(C)CC(=O)N23)cc1 (some centres not stated)	-14	-3	-10	0.6	-2	-11	-6	0	85
O=C(CSC1=NCCN1)Nc1cccc(C(F)(F)F)c1	-2	2	1	-0.2	-3	6	19	9	114
O=S(=O)(Nc1ccc(N2CCOCC2)nn1)c1ccccc1	0	2	-2	1.9	-2	-3	3	-2	104
CC(=O)c1cc(N2CCC(C(=O)O)CC2)ccc1[N+](=O)[O-]	-5	-5	-9	3.1	-1	-5	-16	3	109
COc1ccc(-c2csc3ncn(-c4cccc(C)c4)c(=O)c23)cc1OC	13	-1	-2	2.4	0	1	3	-2	106
C[C@@H]1NC(=O)[C@H](CCC(N)=O)NC(=O)c2cc([N+](=O)[O-])cc(I)c2NCC[C@@H](C(N)=O)NC1=O	-2	0	3	-0.7	0	4	18	2	99
CCCC(=O)NNC(=O)Nc1ccccc1	-1	-3	-14	-0.3	-5	3	-7	4	96
CCC(C)c1ccccc1NC(=O)CN1CCN(C/C=C/c2ccccc2)CC1 (configuration not stated)	-4	-1	-12	5.8	3	2	14	2	95
COc1ccc(NC(=S)N2C3CCC2CC(NC(=O)NC24CC5CC(CC(C5)C2)C4)C3)c(OC)c1 (configuration not stated)	5	-3	13	1.2	-2	4	8	1	92
c1ccc(CCn2c(SCc3ccccc3)nnc2-c2ccncc2)cc1	0	-7	13	-0.6	4	4	9	1	95
O=C(O)c1ccc(N2CCCC2=O)cc1	-5	-2	-1	2.1	-4	8	-5	0	95
COc1ccc(-c2[nH]ncc2CN(CCO)CC23CC4CC(CC(C4)C2)C3)c(OC)c1	1	12	-6	-0.9	-3	7	17	-5	99
O=C(NCc1ccco1)C1CCN(S(=O)(=O)c2cccc([N+](=O)[O-])c2)CC1	9	-5	5	-0.7	-4	3	-14	7	102
Cc1ccc(C)c(-n2nnnc2SCC(=O)Nc2cccc(-c3nnc4n3CCCCC4)c2)c1	13	0	-11	-2.0	-3	-4	-10&-2	2	97
COc1cccc(CNC(=O)C2CCCN2S(=O)(=O)c2ccc3c(c2)C(C)(C)C(=O)N3C)c1 (configuration not stated)	-1	-3	-6	1.3	-1	6	2	2	87
CCN(CC)S(=O)(=O)c1cccc(NC(=O)CCNC(=O)c2ccc([N+](=O)[O-])cc2)c1	0	-2	-5	1.5	-3	-7	5	-2	99
CCCCCC(=O)NC(=S)Nc1cccc(C(C)=O)c1	3	-2	6	-3.2	-1	6	0	3	60*
Cc1nc2ccccc2c2oc(C(=O)N3CCN(c4ccc([N+](=O)[O-])cc4)CC3)cc12	-2	4	3	3.5	-1	-9	2	-3	91
CC(C)c1onc(C(=O)Nc2cccc(O)c2)c1[N+](=O)[O-]	-2	-4	-3	0.9	5	0	-6	-1	100
Cc1cccc(NC(=O)NCC(c2cccnc2)N2CCOCC2)c1 (configuration not stated)	-3	-5	-9	0.5	-5	-11	0	9	93
(next part)
SMILES	HCV core dimer	TPT1 inhibitor	ZTA counter	PP5 inh	PP1 counter	EBNA-1 inh	JMJD2C inh	Fh CTSL1 inh	Yeast superoxide
CCc1ccc(C(=O)Nc2nc3ccccc3[nH]2)cc1	-5	1	-2	1.6	-1	7	7	1	89
CC1(CC(=O)N/N=C/c2ccc(-c3ccc(C(=O)O)cc3)o2)OCCO1	-4	0	-3	1.3	0	2	4	8	90
COc1ccccc1Oc1ccc(N2CC(C(=O)OCC(=O)c3ccccc3)CC2=O)cc1 (configuration not stated)	9	0	0	3.0	-3	-11	22	1	98
O=C(CSc1n[nH]c(=O)n1-c1cccnc1)N1CCOCC1	1	-2	3	-1.8	-7	12	2	0	80
Cc1ccc(S(=O)(=O)NCCS(=O)(=O)N2CCN(c3ccc(F)cc3)CC2)cc1	1	-4	-10	0.8	1	-4	-31	3	99
CN(C(=O)Nc1ccc(Cl)cc1Cl)[C@H]1c2cc(Br)ccc2OC[C@H]1CO	-4	3	-9	7.5	2	-1	2	-5	106
CCOC(=O)CSc1nc(C)c2ccc(C)cc2n1	5	2	10	2.6	-2	5	2	-1	90
Cc1ccc(-c2csc3nnc(SCC(=O)Nc4cccc(C)n4)n23)cc1	11	3	-5	0.0	0	11	17	0	81
COC(=O)c1[nH]c(C)c(/C(O)=C2\C(=O)C(=O)N(CCN3CCOCC3)C2c2ccc(C)o2)c1C (configuration not stated)	-6	0	-14	4.9	-7	-1	-2	0	97
CC(=O)c1c(C)nc(Nc2nc3ccccc3s2)nc1C	12	-2	0	1.4	-2	9	4	4	110
CC(NC(=O)c1ccco1)C(=O)N1CCN(C(c2ccccc2)c2ccccc2)CC1 (configuration not stated)	14	-1	1	0.9	4	1	1	-3	88
CCOc1ccc(-c2nc(CSCC(=O)NCc3ccco3)c(C)o2)cc1	5	-7	8	1.9	0	-7	-5	-1	105
CCC(=O)Nc1cc(C(=O)OCC(=O)c2ccccc2)ccc1C	10	2	5	1.1	-7	6	2	-4	99
O=C(OCC(=O)N1c2ccccc2Sc2ccccc21)C1CC(=O)N(Cc2ccco2)C1 (configuration not stated)	6	-1	1	0.4	-1	2	5&-1	-50	116
Cc1ccc(-n2nc3c(c2NC(=O)CC(C)C)CS(=O)(=O)C3)cc1	0	-4	1	1.7	8	3	6	-1	113
CC1(C(=O)NC2CCCC2)CCC(=O)N1Cc1ccccc1 (configuration not stated)	-4	-4	15	-1.0	-2	4	-14	-2	67
Oc1ccc(Nc2ccnc3cc(Cl)ccc23)cc1	4	-6	-14	3.1	0	-18	-13	-15	92
O=[N+]([O-])c1cc([N+](=O)[O-])c(Oc2ccc(F)cc2F)cc1NN1CCCCC1	11	-5	7	1.3	-1	3	15	0	105
Oc1ccccc1-n1c(-c2ccccc2)ccc1-c1ccccc1	7	-3	11	2.7	5	3	-3	-2	81
CCOc1ccccc1NC(=O)c1cnc2n(c1=O)CCS2	0	-4	-42	-3.8	0	-2	-5	12	106
Clc1ccc(CNc2ccc(CNc3ncn[nH]3)cc2)c(Cl)c1	1	-4	2	0.6	-2	3	-2	5	111
CN1CCN(NC(=O)c2cn(-c3ccccc3)nc2-c2ccc(OC(F)F)cc2)CC1	-3	0	-1	-2.3	-3	10	8	-4	83
CC(C(=O)NC(=O)NC1CCCCC1)N1CCN(c2ccccn2)CC1 (configuration not stated)	0	-4	-2	0.5	2	12	3	-4	97
O=C(OCCN(CCOC(=O)c1ccncc1)S(=O)(=O)c1cccs1)c1ccncc1	0	3	6	-0.4	-4	-1	10	-5	98
CCN(CC)C(=O)CC(c1ccc(F)cc1)c1ccco1 (configuration not stated)	19	0	4	-5.3	-4	-10	-16	49*	97

In the list so far, these have bromine:
SMILES	HCV core dimer	TPT1 inhibitor	ZTA counter	PP5 inh	PP1 counter	EBNA-1 inh	JMJD2C inh	Fh CTSL1 inh	Yeast superoxide
Cc1ccc(NC(=O)CN2CCCN(S(=O)(=O)c3ccc(Br)s3)CC2)cc1	7	-4	1	6.9	-3	-7	4	3	137
CN(C(=O)Nc1ccc(Cl)cc1Cl)[C@H]1c2cc(Br)ccc2OC[C@H]1CO	-4	3	-9	7.5	2	-1	2	-5	106

Other structures follow:
SMILES	HCV core dimer	TPT1 inhibitor	ZTA counter	PP5 inh	PP1 counter	EBNA-1 inh	JMJD2C inh	Fh CTSL1 inh	Yeast superoxide
O=C(O)c1cc(N/N=C/c2c(O)ccc3ccccc23)ccc1Cl	-7	4	6	2.3	0	8	7	0	106
C=CCNc1ncnc2c1cnn2-c1ccc(C)cc1C	7	0	9	-0.4	-2	9	5	0	98
NC(=O)C1CCN(C(=O)CSc2nc3c(c(-c4ccccc4)n2)CCCC3)CC1	-2	-5	-2	0.2	-1	-3	1	0	77
Cc1cc(C)n(C(=O)c2ccc(C)c(F)c2F)n1	-5	0	17	2.6	-1	1	-11	-1	102
Cn1c(N)c(C(=O)COC(=O)CCCN2C(=O)c3ccccc3C2=O)c(=O)n(C)c1=O	4	-2	13	-1.2	1	1	-23	-27	100
COc1ccc(-c2nc3c(c(SCC(=O)N4CCOCC4)n2)COC(C)(C)C3)cc1	-2	2	-9	-1.1	-1	6	1	1	97
COc1ccccc1Nc1nc(N2CCCC2)nc(N2CCOCC2)n1	4	0	18	0.0	0	8	-2	-7	91
CCOC(=O)N1CCN(C(=O)c2cn(CC)c3ccc(S(=O)(=O)N4CCOCC4)cc3c2=O)CC1	-6	-5	4	-0.8	-5	9	10	5	90
CCOc1ccc(NC(=O)[C@@H](NC(=O)c2ccco2)C(C)C)cc1	6	1	2	2.1	0	3	4	-2	105
CCOC(=O)N1CCN(C(=O)CSc2nc(=O)n3ccccc3n2)CC1	0	0	0	0.7	-3	1	-5	0	96
COc1ccc(/C=C/C(=O)Nc2cccc(S(=O)(=O)NC3=NCCCCC3)c2)cc1OC	/	/	-1	1.4	5	/	-18	/	85
NC(=O)c1ccc(NS(=O)(=O)c2ccccc2F)cc1	0	-2	2	0.0	-3	6	-8	-1	114
Cc1[nH]c(C)c(S(=O)(=O)N2CCN(c3ccccc3F)CC2)c1C(=O)N1CCCC1	-9	-3	-9	1.7	1	-7	3	2	88
COCCNC(=O)c1ccc(C(=O)C(=O)c2ccccc2)cc1	13	1	3	1.9	-2	2	0	6	98
COc1ccc(OC)c(Nc2ncnc3c2cnn3-c2ccccc2)c1	0	-3	-23	3.0	0	1	6	0	96
CC(C)C(=O)Nc1ccc(N2CCN(S(C)(=O)=O)CC2)cc1	3	-3	9	0.2	-6	-14	29	-1	111
CN(C)CCNc1oc(/C=C/c2ccccc2)nc1C#N	-5	-5	0	-1.7	-2	4	109	3	92
COc1ccccc1N1C(=O)Cc2ccccc2C1=O	12	-1	-5	4.2	-3	-1	0	2	102
Cn1cc(Br)c(-c2cccc(N3C(=O)CCCC3=O)c2)n1	-3	1	-21	-0.4	1	-5	7	-1	88
COc1ccc(/C=C2\SC(=S)N(CCC(=O)Nc3cccc(C(=O)O)c3)C2=O)cc1	-1	2	21	5.9	-1	1	-1	3	80
CCCNC(=O)c1ccccc1SCc1c(C)noc1C	8	0	14	0.6	-5	3	-1	-1	100
CC(C)NC(=O)CN(c1cccc([N+](=O)[O-])c1)S(=O)(=O)c1ccccc1	-11	-1	-31	2.6	-6	4	6	-1	93

One compound at a time (already shown). Screens in order: HCV core dimer | TPT1 inhibitor | ZTA counter | PP5 inh | PP1 counter | EBNA-1 inh | JMJD2C inh | Fh CTSL1 inh | Yeast superoxide
Cc1cc(C)n(C(=O)c2ccc(C)c(F)c2F)n1 is listed with -5 | 0 | 17 | 2.6 | -1 | 1 | -11 | -1 | 102
COCCNC(=O)c1ccc(C(=O)C(=O)c2ccccc2)cc1 is listed with 13 | 1 | 3 | 1.9 | -2 | 2 | 0 | 6 | 98

Assay outcomes from PubChem BioAssay.
